# Screening data from PubChem.
# Salmonella PhoP GFP – PhoP-dependent GFP reporter repression – Salmonella Typhimurium, primary screen (AID 1863). inhibition, % at 50 µM; hits with a dose series show IC50 in µM. S. Typhimurium PhoP-regulated promoter GFP reporter, 4 h; higher % means a stronger effect. 300,000 tested, 0.16% active;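 active = inhibition over 29.93%, a cutoff 3 SD above the screen mean, later confirmed by dose response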;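 also: 0% = low Mg2+ inducing control and 100% = high Mg2+ repressing control; strong numbers were not always called active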
# MT stabilizer – microtubule stabilizers in HeLa cells; AID 2205; 200,000 tested, 0.83% active; % tubulin-high responders, % at 10 µM; HeLa tubulin immunostaining HCS, 24 h; share of cells brighter than vehicle mean+2SD;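 active = plate Z-score above 3 for both tubulin-high and condensed-nucleus cell shares, with cell loss under 80%, at 10 µM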;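 also: anti alpha tubulin signal scored within the nucleus-defined area of each cell; some results filed as inactive read as strong as hits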
# Dynein cargo inh – blocks dynein driven cargo transport along microtubules; 3617.4 mouse cells, GR-EGFP nuclear translocation imaging; test concentration mostly 20 µM; stimulated with dexamethasone, 1 µM; active compounds read low; z-score, hits read low; 220,000 tested, 0.47% active;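 active = plate z-score of nuclear minus cytoplasmic receptor signal below a set negative limit, without overly bright fluorescence or cell loss, cut at about -3.5 in these data, passing the limit was not always enough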;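 also: z-score of nuclear minus cytoplasmic ring GR-EGFP intensity difference per well; some compounds called inactive have numbers as strong as hits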
#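 Also added: dexamethasone, 1.0 µM final. Medium: tet-free, stripped-serum medium. Detection: fixed, Hoechst-stained cells imaged at 10x for EGFP. Read-out: nuclear-to-cytoplasmic GR-EGFP distribution per well. Times: induction 48 h, compound 1 h, agonist 30 min.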
# Autophagy HCS – autophagy modulation, high-content screen | MEF GFP-LC3 puncta imaging; test concentration mostly 10 µM | calls only at 10 µM (by protocol) | 190,000 tested, 0.98% active;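 active = percentage of spot-positive cells more than 3 SD above its plate mean, without a fluorescence outlier flag or 80% toxicity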;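 also: spot-positive cell cutoff set from DMSO-treated cells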
# Insulin prom up – MIN6 insulin promoter up-regulation. AID 1625. 190,000 tested, 0.3% active. z-score at 5 µM. MIN6 insulin promoter-GFP reporter, high-content imaging; active compounds read high;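 active = z-score above 3 at 5 µM with at least 500 cells counted in the well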
# CSM14.1 death rescue – protection against thapsigargin-triggered cell killing – 384-well, CSM14.1, ATP luminescence, primary screen (AID 1222); CSM14.1 thapsigargin-induced death rescue, ATP luminescence; higher % means a stronger effect; one-dose cellular ATP content (survival), % at 20 µM; EC50 in µM for titrated hits; 190,000 tested, under 10 active;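 active = EC50 below 50 µM in the dose-response confirmation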;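 also: death triggered by thapsigargin at about 15 µM added after 2 h compound pretreatment; cell ATP read after overnight thapsigargin exposure of roughly 18 to 22 hours; normalized against plate controls of thapsigargin alone and 5% DMSO vehicle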
# b-catenin transl – beta-catenin nuclear translocation modulation; HeLa beta-catenin nuclear translocation, immunofluorescence imaging; 190,000 tested, 0.3% active; nuclear translocation activity, % at 5 µM;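 active = nuclear translocation activity above 50% at 5 µM, with a well cell count of 50 or more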;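 also: per-cell ratio of nuclear to cytoplasmic median beta-catenin stain intensity; plate controls were DMSO negative control for no effect and GSK-3 inhibitor IX positive control for full effect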
#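 Read-out: Nuclear/cytoplasmic beta-catenin signal ratio, % activation | Assay system: Human HeLa cell line | Times: 24 h compound exposure at 37°C, 5% CO2 | Signal: Fluorescence imaging of beta-catenin antibody stain plus DAPI | Dosing: 5 µM primary, 0.02–20 µM confirmation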
# T cell modulator – modulates CD8 T cell binding to vesicles. 2C CD8+ T cell-vesicle binding, flow cytometry; active compounds read low. 330,000 tested, 0.068% active. AID 2052. calls only at 7 µM;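 active = response, share of CD8 T cells binding vesicles, and their 90th percentile fluorescence all below set limits, cut at about 80% in these data, passing the limit was not always enough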
#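 Incubation: binding step 1.5 h, 37 °C, antibody labelling 20 min, ice; system: murine 2C transgenic CD8+ T lymphocytes; technique: cytometric PE anti-B7-1 and Alexa647 anti-CD8 signals after 1% paraformaldehyde fixation; also added: QL9-charged Drosophila Ld/ICAM-1/B7-1 vesicles; control set: naked versus QL9-loaded vesicles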
# Hep lipid drop – hepatic lipid droplet formation modulation | inhibition, % at 6.5 µM | 240,000 tested, 0.4% active | AML12 mouse hepatocytes, oleate lipid droplets, BODIPY imaging | AID 1656;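 active = lipid droplet intensity inhibited by at least 50%, with more than 500 cells counted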
#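 Test system: AML12 hepatocytes (mouse); reagent: oleate loading, 100 µM; dosing: one dose, 6.5 µM compound; incubation: overnight exposure; signal: fluorescence imaging, 20x objective, two fields per well; read-out basis: % inhibition of corrected integrated BODIPY droplet signal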
# Dynein cargo inh cytoplasmic EGFP – recorded beside Dynein cargo inh, whose call it bears; z-score; measured here: cytoplasmic GR-EGFP intensity; active compounds read high
# Dynein cargo inh nuclear GR-EGFP – further read-out of Dynein cargo inh, marked with its call; z-score; measured here: nuclear GR-EGFP intensity;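 lower value marks the stronger effect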
# Dynein cargo inh cell count – also measured in Dynein cargo inh; calls as there; z-score; measured here: cell count per field
# Insulin prom up cell count – second read-out of Insulin prom up, no call of its own (marks repeat the call); cell count; measured here: cytotoxicity, nuclei count;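 total cells summed across four imaged fields per well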
# Hep lipid drop cells 6.5 µM – second read-out of Hep lipid drop, no call of its own (marks repeat the call); cell count; measured here: cell count, cytotoxicity flag;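 cells counted across two imaged fields per well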
# b-catenin transl cell count 5 µM – recorded beside b-catenin transl, whose call it bears; cell count; measured here: cell count, cytotoxicity flag
# T cell modulator vesicle-bound % – further read-out of T cell modulator, marked with its call; double positive events, %; measured here: CD8+ vesicle-bound cell fraction;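 binding gate set so that unloaded-vesicle control wells show 10% double positive cells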
# MT stabilizer Hoechst-high % – second read-out of MT stabilizer, no call of its own (marks repeat the call); % Hoechst-high responders; measured here: nuclear condensation Hoechst responders;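 share of cells brighter than vehicle mean plus two SD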
# MT stabilizer cytotoxicity % – further read-out of MT stabilizer, marked with its call; toxicity, %; measured here: cytotoxicity by cell density;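 0% = mean cell density of plate MIN control wells and 100% = no cells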
# Autophagy HCS cell loss 18 h – also measured in Autophagy HCS; calls as there; toxicity, %; measured here: cell loss, nuclei count;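 cell loss after 18 h compound exposure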
# Starred values were filed as active, the others as inactive; i = inactive; · = not tested or not shown.
# Results follow in this order: Salmonella PhoP GFP	MT stabilizer	MT stabilizer Hoechst-high %	MT stabilizer cytotoxicity %	Dynein cargo inh	Dynein cargo inh cytoplasmic EGFP	Dynein cargo inh nuclear GR-EGFP	Dynein cargo inh cell count	Autophagy HCS	Autophagy HCS cell loss 18 h	Insulin prom up	Insulin prom up cell count	CSM14.1 death rescue	b-catenin transl	b-catenin transl cell count 5 µM	T cell modulator	T cell modulator vesicle-bound %	Hep lipid drop	Hep lipid drop cells 6.5 µM
COc1ccc(C(=O)NNS(=O)(=O)c2ccc(C)cc2)cc1
→ 0.1%	3.2	2.6	10.5	0.336	-0.178	0.327	-1.26	i	-4.2	-0.2	1452	0.1%	-0.3	1068	i	52.8	5.7	667
O=C(NC1CCCCC1)N1CCC(c2nc(-c3ccc(S(=O)(=O)N4CCCC4)cc3)no2)CC1
→ 10.9%	35.1*	17.2*	29.1*	-0.586	-0.198	-0.128	0.767	i	3.6	0.43	1281	4.3%	0.9	1119	·	·	·	·
COC(=O)c1cc(Cl)nc2ccccc12
→ -7.7%	3.5	1.3	4.5	1.45	-0.206	1.52	-1.13	i	-4.9	-0.01	1342	-0.5%	-1.1	1046	i	48.3	1.7	678
COc1ccc(-c2noc(CCCC(=O)Nc3cccnc3)n2)cc1OC
→ 2.9%	·	·	·	-1.27	-0.294	-0.813	1.3	·	·	0.29	1446	·	1.5	1320	i	15.2	·	·
CC(C)CCNC(=O)C(c1ccc(O)cc1)N(Cc1cccs1)C(=O)C1COc2ccccc2O1 (stereo unspecified)
→ -6.1%	4.4	3.2	3.6	-0.28	-0.295	-0.355	0.206	i	-2.2	-0.14	1221	1.0%	-1.7	929	i	45.5	-23.3	628
Cc1ccc2c(c1)NCCO2
→ 8.6%	1.7	1.6	6.5	0.161	0.059	0.121	-0.319	i	-5.4	-0.13	1317	0.4%	-6.1	960	i	7.0	·	·
CN(C(=O)Nc1ccccc1)C1CCCCC1
→ -6.5%	·	·	·	-0.0708	-0.184	0.285	0.0572	·	·	-0.01	957	·	1.9	1305	i	29.4	0.7	706
COc1cccc(NC(=O)Cc2c(O)c3ccccc3[nH]c2=O)c1
→ -11.0%	2.0	2.2	3.6	-0.243	-0.238	0.249	0.244	i	-20.5	-0.6	1021	0.1%	-2.5	1153	i	4.8	·	·
Cc1cc(C)cc(C(=O)Oc2coc(CSc3nnc(NC(=O)C4CC4)s3)cc2=O)c1
→ -6.0%	2.5	3.5	6.1	0.0609	-0.156	-0.162	-0.109	i	-3.2	0.04	1471	-0.9%	-1.4	1204	i	37.6	-1.9	587
O=C(/C=C/c1ccc(F)cc1)NC(=S)NNC(=O)c1cccnc1
→ -21.9%	3.1	1.9	5.9	-0.367	-0.257	-0.133	0.449	i	-15.1	-1.07	1440	-3.4%	-0.4	1042	i	17.4	19.5	710
CCOC(=O)C1C(=O)C=C(c2cccc(NS(C)(=O)=O)c2)CC1c1ccco1 (stereo unspecified)
→ 0.3%	4.0	2.7	4.9	-0.76	0.0432	-0.773	1.21	i	33.3	-3.47	1205	-3.6%	-7.9	450	i	14.6	-1.5	737
COc1cc(NC(=O)c2cccc(C)c2)c(OC)cc1NC(=O)CN1CCCCC1
→ -12.5%	4.1	1.8	8.8	-0.966	-0.284	-0.613	1.3	i	-4.2	·	·	4.2%	0.2	1610	i	59.2	7.0	666
COc1ccc(-n2c(C)cc(C(=O)COC(=O)Cn3cnc4ccccc43)c2C)cc1
→ 10.2%	3.3	2.3	6.2	-0.513	-0.193	-0.0908	0.272	i	49.0	-2.99	918	·	0.8	990	i	47.0	-11.0	558
CCOC(=O)c1c(C=O)c2sc(C)cc2n1C
→ 0.4%	4.8	1.0	7.2	-0.785	-0.191	-0.701	0.546	i	-5.3	-0.19	1206	-0.5%	0.9	1042	i	32.1	2.5	724
COc1ccc(NC(=O)CC2C(=O)N(c3ccc(OC)cc3)C(=S)N2NC(=O)c2cccc(F)c2)cc1 (stereo unspecified)
→ -11.0%	2.7	2.9	3.6	0.0324	-0.283	-0.113	-0.0406	i	-7.4	0.15	1262	1.1%	-2.0	898	i	50.6	-13.7	663
CCCc1nc2n[nH]c(N)c2c2c1COC(C)(C)C2
→ -3.0%	3.7	2.7	7.2	1.43	-0.253	0.706	-0.0606	i	0.6	·	·	-0.2%	0.0	1014	i	13.7	-3.1	629
COc1ccc(NS(=O)(=O)c2cc(NC(=O)c3cc(=O)c4ccccc4o3)ccc2OC)cc1
→ -1.2%	i	·	100.0	-0.212	-0.0557	0.291	0.05	i	6.9	-0.85	1072	0.0%	3.1	1155	i	43.3	1.5	669
CC(C)c1ccc(-c2nc3ccccc3s2)cc1
→ 2.7%	·	·	·	0.958	-0.275	0.0459	-0.257	·	·	0	1038	·	-1.1	1362	i	49.2	-6.0	688
Cc1ccc(NC(=O)c2cc(S(=O)(=O)c3ccccc3)ccc2Cl)cc1
→ 5.7%	2.3	1.6	6.7	-0.135	-0.319	0.145	-0.182	i	-0.7	-0.09	894	0.9%	-4.2	1227	i	47.3	2.0	769
N/C(=N\OC(=O)c1ccccc1[N+](=O)[O-])c1ccccn1
→ -7.0%	5.0	1.6	9.6	-0.276	-0.308	-0.0229	0.265	i	-8.1	·	·	-2.1%	-0.5	522	i	58.1	1.3	714
Cc1cc(C)cc(N2CCCC2=O)c1
→ -6.7%	2.6	2.1	5.9	-0.368	-0.231	0.041	-0.131	i	-2.5	·	·	-2.5%	4.2	379	i	55.0	22.4	778
Cc1ccc(S(=O)(=O)N2CCCCC2)cc1NC(=O)COC(=O)c1cc[n+]([O-])cc1
→ -2.7%	2.2	2.3	3.7	-0.125	-0.249	-0.118	0.277	i	-2.6	0.3	1286	-1.2%	0.5	440	i	30.6	-0.7	600
C/C(=C\C(=O)c1cccnc1)Nc1ccc(C(=O)O)cc1
→ 10.4%	1.2	1.2	5.4	-0.237	-0.0736	0.0217	0.923	i	-2.7	-0.15	735	0.2%	-4.3	1233	i	29.9	20.4	784
O=C1c2ccccc2N2C(=O)c3ccccc3C2N1O (stereo unspecified)
→ -4.0%	2.2	1.8	4.3	-0.0443	-0.21	0.14	-0.161	i	-1.9	1.16	1494	-0.2%	-4.4	983	i	47.3	·	·
CC(=C\c1ccccc1)/C=C1/SC(=O)N(CCCC(=O)Nc2ccc(C(=O)O)cc2)C1=O
→ -6.6%	3.9	2.1	9.4	0.0768	-0.116	-0.308	0.418	i	-12.4	·	·	2.7%	-0.9	1551	i	61.1	-2.5	702
Cc1cc(=O)[nH]c(N/N=C/c2ccc(N(C)C)cc2)n1
→ -8.5%	1.6	1.7	5.1	-0.356	-0.293	-0.00707	0.211	i	24.0	-0.3	1275	-3.1%	1.9	994	i	41.6	0.4	705
CC(C)Cn1c(CCCNC(=O)c2ccc(F)cc2)nc2ccccc21
→ 3.4%	2.6	3.3	4.1	-1.22	-0.125	-0.717	-0.167	i	14.7	0.55	2161	·	-1.1	1173	i	10.3	-4.4	644
CC1CCN(C(=O)CSc2nnc(CN3CCOCC3)n2-c2ccccc2)CC1
→ 4.1%	1.2	2.8	7.4	0.724	-0.18	0.438	-0.125	i	3.6	2.08	1286	-1.9%	·	·	i	22.6	-0.2	733
COc1ccccc1OCc1ccc(C(=O)NCc2ccco2)o1
→ 3.6%	8.0	20.4	98.0	-0.319	-0.204	0.205	0.0922	i	4.9	-0.25	1747	0.5%	-0.7	1067	i	18.1	-3.1	610
Cc1ccc(NC(=O)Cc2ncon2)cc1Cl
→ -5.7%	·	·	·	0.835	-0.165	0.259	-0.356	·	·	·	·	·	-1.0	1317	i	3.9	1.4	716
Cc1nc2ccccn2c1C(=O)N/N=C/c1ccc([N+](=O)[O-])cc1
→ -8.8%	·	·	·	-0.862	-0.26	0.34	0.892	·	·	-0.96	1040	·	-0.1	1253	i	35.8	18.9	717
CC(C)(C)c1ccc(S(=O)(=O)Nc2cccnc2)cc1
→ 2.6%	1.1	1.3	7.4	1.16	-0.184	1.46	-0.911	i	11.3	0.16	1421	-2.3%	0.4	1370	i	8.6	·	·
FC(F)(F)c1cc(-c2ccco2)nc(-n2nc(C(F)(F)F)cc2C2CC2)n1
→ -7.3%	4.5	2.4	18.5	-1.55	-0.338	-0.684	1.47	i	3.6	-0.36	1180	-0.9%	2.6	1334	i	22.5	·	·
CC(=O)Nc1ccc(NS(=O)(=O)c2cc(C)sc2C)cc1
→ 13.6%	5.1	2.0	7.8	-0.773	-0.246	-0.243	1.31	i	24.9	0.33	1575	-1.1%	-1.8	894	i	53.9	·	·
Cc1[nH]c2ccccc2c1C(C[N+](=O)[O-])c1ccco1 (stereo unspecified)
→ -0.1%	3.2	3.4	4.9	-0.59	-0.248	-0.272	0.242	i	1.0	0.09	1139	2.3%	1.4	1066	i	48.4	-7.3	720
